Myeloid diff 2 – compounds promoting myeloid differentiation; ER-HoxA9 myeloid progenitors, lysozyme-GFP differentiation, flow cytometry; calls only at 10 µM; 360,000 tested, 1% active;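 active means normalized GFP-positive differentiation at or above the plate's own cutoff, the solvent-only control mean plus 3 SD; inconclusive means no clear call, values can overlap the other calls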;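 further: cells exposed to compound for four days before flow analysis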
T cell HTS – T cell immune modulation candidate; 2C CD8+ T cell-vesicle binding, flow cytometry; hits give low values; calls only at 7 µM; 330,000 tested, 0.068% active; AID 2052;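 active means response, share of CD8 T cells binding vesicles, and their 90th percentile fluorescence all below set limits, cut at about 80% in these data, passing the limit was not always enough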
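Assay system – 2C mouse CD8+ T cells · Also added – QL9-loaded Drosophila micro-vesicles · Timing – Cell–vesicle co-incubation 1.5 h at 37 °C, staining 20 min on ice · Signal – flow cytometry of vesicle-bound cells · Measure – percent CD8+ FL2 mean versus row control · Controls – Peptide-free naked vesicles (low) and QL9 vesicles with 0.7% DMSO vehicle (high)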
Hep lipid drop – modulators of hepatic lipid droplet formation. AML12 mouse hepatocytes, oleate lipid droplets, BODIPY imaging. inhibition, % at 6.5 µM. 240,000 tested, 0.4% active. AID 1656;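 active means lipid droplet intensity inhibited by at least 50%, with more than 500 cells counted; inconclusive means wells with under 300 cells, treated as cytotoxic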
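Test system: AML12 hepatocytes (mouse); reagent: oleate loading, 100 µM; dosing: one dose, 6.5 µM compound; incubation: overnight exposure; signal: fluorescence imaging, 20x objective, two fields per well; read-out basis: % inhibition of corrected integrated BODIPY droplet signal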
Hep lipid drop cells 6.5 µM – also measured in Hep lipid drop; calls as there; cell count; measured here: cell count, cytotoxicity flag;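 cells counted across two imaged fields per well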
T cell HTS vesicle-bound % – further read-out of T cell HTS, marked with its call; double positive events, %; measured here: CD8+ vesicle-bound cell fraction;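 binding gate set so that unloaded-vesicle control wells show 10% double positive cells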
Myeloid diff 2 GFP+ MAC1+ % – also measured in Myeloid diff 2; calls as there; GFP+ MAC1+ double positive, %; measured here: differentiation confirmed by MAC1 staining
* = called active by the depositor; i = inactive; ? = inconclusive; / = no result given; + = active, no number. Only part of the results is shown; the hit share may differ from the screen's.

SMILES | Myeloid diff 2 | Myeloid diff 2 GFP+ MAC1+ % | T cell HTS | T cell HTS vesicle-bound % | Hep lipid drop | Hep lipid drop cells 6.5 µM
CN(C)CCN(Cc1ccco1)S(=O)(=O)c1csc(C(N)=O)c1 | i | 5.7 | i | 29 | 13 | 759
Cc1ccccc1Cn1c(NC2CCCC2)nc2c1c(=O)[nH]c(=O)n2C | i | 0.3 | i | 54 | -16 | 828
Cc1cc(C(=O)Nc2ccc(C#N)cc2)on1 | i | 1.1 | i | 28 | -9 | 801
COc1ccc(N(CC(=O)NCCSc2ccccn2)S(=O)(=O)c2ccccc2)c(OC)c1 | i | 1.0 | i | 15 | -18 | 795
Cc1ccccc1NC(=O)c1ccc2c(c1)C(=O)N(CC(C)C)C2=O | i | 0.2 | i | 47 | 0 | 809
Cc1cc(C)c(N=C2C(=O)Nc3ccccc32)c(C)c1 | i | 0.4 | i | 11 | -20 | 872
CS(=O)(=O)N(CC(=O)NCCSCc1ccccc1)c1ccccc1F | i | 0.5 | i | 27 | 0 | 805
Cc1ccc(NC(=O)CCc2nnc3ccc(NCc4ccco4)nn23)cc1 | i | 5.2 | i | 8 | -7 | 672
CCCN(CCC)Cc1c(C(=O)N/N=C/c2ccncc2)nnn1-c1nonc1N | i | 1.0 | i | 33 | -5 | 695
NC(=O)C1CCN(C(=O)c2ccc3c(c2)S(=O)(=O)c2ccccc2C3=O)CC1 | i | 0.2 | i | 40 | -30 | 793
CC(=O)NCCC(=O)N(C)CC1CCN(CCc2cccc(C(F)(F)F)c2)CC1 | i | 0.2 | i | 46 | 4 | 832
Cc1ccc(NS(=O)(=O)c2c(C)[nH]c(C)c2C(=O)N2CCCCC2)c(Cl)c1 | i | 1.9 | i | 13 | -16 | 720
CCOc1ccc(C(=S)NC2CCCCC2)cc1OCC | i | 0.5 | i | 65 | 3 | 818
CCOC(=O)CC1CCCCN1C(=O)c1cc(COc2cccc3cnccc23)on1 (centres undefined) | ? | / | i | 10 | -104 | 626
CC(C)N(CCNC(=O)c1ccc(CS(=O)(=O)c2c(Cl)cccc2Cl)o1)Cc1ccccc1 | i | 9.8 | i | 3 | -27 | 727
Cc1cc(C)n(CC(=O)NNC(=O)CCCOc2ccc(Cl)cc2C)n1 | i | 1.0 | i | 23 | 4 | 814
CCn1ccnc1CN(C)Cc1c(C(=O)N2C[C@@H](C)O[C@@H](C)C2)nc2ccc(Cl)cn12 | i | 0.7 | i | 53 | -17 | 658
CSCC[C@H](NC(=O)[C@@H]1CSC2c3ccccc3C(=O)N21)C(=O)NC1CCCC1 (some centres undefined) | i | 3.7 | i | 11 | -17 | 662
COC(=O)c1cccc(NC(=O)c2ccc3c(c2)C(=O)N(C(C)(C)C)C3=O)c1 | i | 0.3 | i | 58 | 1 | 826
CCN(CC(=O)Nc1ccc(NC(C)=O)cc1)C(=O)C1COc2ccccc2O1 (centres undefined) | i | 2.9 | i | 11 | 0 | 810
Cc1ccccc1NC(=O)CN1C(=O)CSc2ccc(S(=O)(=O)N3CCCC3)cc21 | i | 3.1 | i | 12 | -2 | 732
CCn1c2ccc(C)cc2c2n[nH]c(=S)nc21 | i | 1.0 | i | 53 | -3 | 813
O=C(N=C1SC2CS(=O)(=O)CC2N1CCc1ccccc1)C1CC1 (centres undefined) | i | 4.6 | i | 43 | -3 | 704
COc1ccc(NC(=O)C2CCN(C(=O)c3ccco3)CC2)c(OC)c1 | i | 0.6 | i | 34 | 13 | 826
COc1ccc(Cl)cc1NS(=O)(=O)c1cn(C)nc1C | i | 0.0 | i | 9 | 15 | 671
O=C(Nc1ccccc1)C1CCCN1S(=O)(=O)c1ccc(Br)cc1 (centres undefined) | i | 3.3 | i | 19 | 17 | 849
CC(CNC(=O)c1cc(COc2c(F)cccc2F)on1)c1ccccc1 (centres undefined) | i | 1.3 | i | 33 | -5 | 662
O=C(CN(c1ccc(F)cc1)S(=O)(=O)c1ccccc1)NC1CC2CCC1C2 (centres undefined) | i | 1.8 | i | 8 | -21 | 780
CN1CCN(C(=O)c2ccccc2[N+](=O)[O-])CC1 | i | 0.7 | i | 64 | 4 | 824
CCC1CCCCN1CCCNC(=O)c1ccc2nc(N3CCC(C)CC3)sc2c1 (centres undefined) | i | 1.1 | i | 55 | -3 | 699
COc1ccc(-c2cc3ncnc(Cl)c3s2)cc1 | ? | / | i | 57 | -6 | 768
Cc1ccccc1NS(=O)(=O)c1ccc(C)c(C(=O)N2CCOCC2)c1 | i | 0.0 | i | 22 | 0 | 855
Cc1cc(C(=O)N(C)CC2CCCN(CCc3ccc(F)cc3)C2)c(C)o1 (centres undefined) | ? | / | i | 68 | -8 | 836
O=C(Nc1ccccn1)c1ccc2ccccc2c1O | i | 1.2 | i | 54 | 6 | 847
CCN1CCN(C(=O)c2cc3cc(Cl)ccc3[nH]2)CC1 | i | 0.5 | i | 11 | 4 | 871
O=C(CCN1C(=O)/C(=C\c2ccc(F)cc2)SC1=S)Nc1ccccc1 | i | 0.4 | i | 20 | -3 | 793
COC(=O)C1CN(C(=O)COc2ccccc2)c2ccccc2O1 (centres undefined) | i | 0.5 | i | 62 | 1 | 852
CC1CCCN(CCCNC(=O)C2CCC(CNS(=O)(=O)c3cccc4nsnc34)CC2)C1 (centres undefined) | i | 1.3 | i | 4 | 8 | 735
C=CCn1c(=O)c2ccccc2n2c(=S)[nH]nc12 | i | 0.6 | i | 16 | 18 | 874
OC(CNc1nc(C(F)(F)F)nc2ccccc12)c1ccccc1 (centres undefined) | i | 0.3 | i | 18 | -13 | 766

Laid out differently: results already given.
SMILES	Myeloid diff 2	Myeloid diff 2 GFP+ MAC1+ %	T cell HTS	T cell HTS vesicle-bound %	Hep lipid drop	Hep lipid drop cells 6.5 µM
COc1ccc(-c2cc3ncnc(Cl)c3s2)cc1	?	/	i	57	-6	768
Cc1ccccc1NS(=O)(=O)c1ccc(C)c(C(=O)N2CCOCC2)c1	i	0.0	i	22	0	855
Cc1cc(C(=O)N(C)CC2CCCN(CCc3ccc(F)cc3)C2)c(C)o1 (centres undefined)	?	/	i	68	-8	836
O=C(Nc1ccccn1)c1ccc2ccccc2c1O	i	1.2	i	54	6	847
CCN1CCN(C(=O)c2cc3cc(Cl)ccc3[nH]2)CC1	i	0.5	i	11	4	871
O=C(CCN1C(=O)/C(=C\c2ccc(F)cc2)SC1=S)Nc1ccccc1	i	0.4	i	20	-3	793
COC(=O)C1CN(C(=O)COc2ccccc2)c2ccccc2O1 (centres undefined)	i	0.5	i	62	1	852
CC1CCCN(CCCNC(=O)C2CCC(CNS(=O)(=O)c3cccc4nsnc34)CC2)C1 (centres undefined)	i	1.3	i	4	8	735
C=CCn1c(=O)c2ccccc2n2c(=S)[nH]nc12	i	0.6	i	16	18	874
OC(CNc1nc(C(F)(F)F)nc2ccccc12)c1ccccc1 (centres undefined)	i	0.3	i	18	-13	766

Continued.
SMILES | Myeloid diff 2 | Myeloid diff 2 GFP+ MAC1+ % | T cell HTS | T cell HTS vesicle-bound % | Hep lipid drop | Hep lipid drop cells 6.5 µM
COc1ccc(OC)c(S(=O)(=O)N2CCCC(C(=O)NCCc3ccccc3)C2)c1 (centres undefined) | i | 0.5 | i | 29 | 0 | 811
CC(=O)c1ccc(S(=O)(=O)NCc2cccnc2)cc1 | i | 0.2 | i | 55 | 14 | 866
Cc1ccnc(NC(=O)Cn2c(=O)oc3cc(S(=O)(=O)N4CCCC4)ccc32)c1 | i | 2.4 | i | 40 | 4 | 770
COc1ccc(C2C(C#N)=C(N)N(N(C)C)C3=C2C(=O)CCC3)cc1 (centres undefined) | i | 0.3 | i | 28 | -3 | 857
Cc1ccccc1OCC(=O)Nc1ccc(S(=O)(=O)Nc2onc(C)c2C)cc1 | i | 1.6 | i | 16 | 4 | 593
S=C(NNC(=S)Nc1ccccc1)Nc1ccccc1 | i | 1.2 | i | 33 | 1 | 811
COc1cc(C(=O)OCC(=O)N2CCOCC2)c([N+](=O)[O-])cc1OC | i | 4.4 | i | 15 | 14 | 747
COc1ccc(Nc2nnc(-c3ccc(C(N)=O)cc3)c3ccccc23)cc1 | ? | / | i | 14 | 1 | 800
COCCCN1CC(=O)N2C(c3ccc(OC)c(OC)c3)c3[nH]c4ccccc4c3C[C@H]2C1=O (some centres undefined) | i | 0.5 | i | 40 | 21 | 773
Cc1cc(=O)oc2c(C)c(OCC(=O)NCCCn3ccnc3)ccc12 | i | 1.2 | i | 22 | 3 | 706
COc1cc2c(cc1OC)CN(C(=O)CN1CCN(S(=O)(=O)c3ccccc3Br)CC1)CC2 | i | 1.3 | i | 27 | -3 | 739
O=C(Nc1cc(Cl)ccc1-n1cncn1)c1ccc([N+](=O)[O-])s1 | + | 26* | i | 62 | -35 | 630
Cc1cccc(NC(=O)c2ccc(N3C(=O)C4C5C=CC(C6CC56)C4C3=O)cc2)c1 (centres undefined) | i | 0.3 | i | 21 | 0 | 755
Cc1ccnc(OC(C(=O)O)C(OCCc2ccccc2)(c2ccccc2)c2ccccc2)n1 (centres undefined) | i | 0.2 | i | 63 | 3 | 826
COc1ccc(S(=O)(=O)N(C)c2ccc(C(=O)NCc3ccco3)cc2)cc1 | i | 1.0 | i | 12 | 2 | 682
CC(C)NC(=O)c1c(O)c2cccc3c2n(c1=O)CCC3 | i | 0.4 | i | 16 | 1 | 783
O=C(O)CCC(=O)N1CCN(S(=O)(=O)c2ccc3ccccc3c2)CC1 | i | 1.6 | i | 16 | 1 | 807
COc1ccc(C(=O)N2CCCC(c3nc(-c4ccc(C)o4)no3)C2)cc1OC (centres undefined) | i | 1.3 | i | 16 | -10 | 737
CCOC(=O)C1=C(C)N=c2s/c(=C\c3ccc(OCC(=O)O)c(OC)c3)c(=O)n2C1c1ccc(OC)cc1 (centres undefined) | i | 0.5 | i | 38 | -12 | 806
CCC(C(=O)NC1CCCCC1)N(C(=O)c1snc(C(N)=O)c1N)c1ccc(OC)cc1OC (centres undefined) | i | 0.7 | i | 46 | 0 | 820
CCCc1ncc(CN2CCCC(C(=O)Nc3ccc(-c4cccc(OC)c4)cc3)C2)cn1 (centres undefined) | i | 1.7 | i | 15 | -1 | 784
CCOc1cccc(NC(=O)/C(C#N)=C\c2cn(CC(=O)O)c3ccccc23)c1 | i | 0.8 | i | 57 | 0 | 832
Cc1ccc(CNC(=O)C(=O)NCC2OCCN2S(=O)(=O)c2ccc(Br)cc2)cc1 (centres undefined) | i | 0.7 | i | 9 | -6 | 694
COc1ccc(C(C(=O)NCC2CCCO2)N(C(=O)Cn2nnc3ccccc32)c2ccc(NC(C)=O)cc2)c(OC)c1 (centres undefined) | i | 0.5 | i | 33 | 1 | 793
Cc1ccc(C(=O)C2=C(O)C(=O)N(Cc3cccnc3)C2c2ccc(N(C)C)cc2)o1 (centres undefined) | i | 1.1 | i | 38 | 5 | 810
CC(=O)Oc1ccc(C(=O)NCc2ccc3c(c2)OCO3)cc1 | i | 1.1 | i | 55 | 12 | 877
CC(CC(=O)N1CCN(c2ccccc2)CC1)S(=O)(=O)c1ccc2c(c1)NC(=O)CS2 (centres undefined) | i | 2.2 | i | 12 | -18 | 761
O=C(c1cc(Cl)nc2ccccc12)N1CCN(S(=O)(=O)c2ccccc2[N+](=O)[O-])CC1 | i | 0.9 | i | 12 | 8 | 877
Cc1cc(NC(=O)CCC(=O)N(Cc2ccco2)C2(C(=O)NC3CCCC3)CCC(C)CC2)no1 (centres undefined) | ? | / | i | 8 | -60 | 763
C[C@@]12C(=O)N(Cc3ccc(-c4ccccc4)cc3)CC(=O)N1[C@H](/C=C/c1ccccc1)[C@@H]1C(=O)N(c3ccccc3)C(=O)[C@@H]12 | i | 3.2 | i | 9 | 6 | 776
CCc1c(C)nc(SC/C=C/c2ccccc2)[nH]c1=O | i | 0.0 | i | 46 | 2 | 770
CCOc1cccc(C(=O)Nc2ccc3ccccc3c2)c1 | i | 0.4 | i | 56 | 0 | 824
CC(=O)N1CCN(c2ccc(NC(=O)c3cccc(Cl)c3)cc2)CC1 | i | 0.6 | i | 37 | 4 | 831
C#CCOc1c(Cl)cc(C2C3=C(CCCC3=O)N(CC(=O)O)C3=C2C(=O)CCC3)cc1OC | i | 0.3 | i | 54 | 0 | 823
O=C(COC(=O)c1nsc(Cl)c1Cl)NC1CCCC1 | i | 3.5 | i | 36 | 4 | 827

Screening results from PubChem.
